ALOX12 inh = blocks human arachidonate 12S-lipoxygenase. P18054. purified 12hLO, xylenol orange hydroperoxide absorbance. Potency, µM (doses to about 108 µM), for inactives: at the highest dose activity change, negative = inhibition, most hits filed as inhibitors. 580,000 compounds, 1.1% hits. AID 1671190; also: % is scaled to controls: 0 for no effect and ±100 for the full control effect
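Purified human 12hLO at 150 nM in 25 mM Hepes, 0.01% Triton X-100, pH 7.0, preincubated 15 min at room temperature with compound. Reaction started with 40 uM arachidonic acid, 30 min at room temperature. Hydroperoxide measured by Fe-xylenol orange, 573/405 nm absorbance ratio.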
GLS inhibitor = glutaminase GLS (human) inhibition; O94925; GLS enzymatic activity, qHTS titration; Potency, µM (series often up to 45.5 µM), without a hit: at the highest dose activity change, negative = inhibition, hits mostly inhibitors; 410,000 compounds, 0.21% hits; AID 624170; also: % is scaled to controls: 0 for no effect and ±100 for the full control effect
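Assay buffer: 45 mM KH2PO4 pH 8.2, 0.02% Tween-20. hKGA acts on L-glutamine (1 mM solution added); product glutamate is reported by an oxidase/peroxidase Amplex Red coupling, with fluorescence taken at baseline and 30 min.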
PGK inhibitor = inhibitors of T. brucei phosphoglycerate kinase | P07378 | PGK/GAPDH coupled, Kinase-Glo luminescence, 60 min | Potency, µM (top dose mostly 57.5 µM), for inactives: at the top dose activity change, negative = inhibition, actives largely listed as inhibitors | 380,000 compounds, 0.043% hits; also: % is scaled to controls: 0 for no effect and ±100 for the full control effect; nearly all actives have a fitted effect of over 60% in size
Target sequence (P07378 whole entry, looked up): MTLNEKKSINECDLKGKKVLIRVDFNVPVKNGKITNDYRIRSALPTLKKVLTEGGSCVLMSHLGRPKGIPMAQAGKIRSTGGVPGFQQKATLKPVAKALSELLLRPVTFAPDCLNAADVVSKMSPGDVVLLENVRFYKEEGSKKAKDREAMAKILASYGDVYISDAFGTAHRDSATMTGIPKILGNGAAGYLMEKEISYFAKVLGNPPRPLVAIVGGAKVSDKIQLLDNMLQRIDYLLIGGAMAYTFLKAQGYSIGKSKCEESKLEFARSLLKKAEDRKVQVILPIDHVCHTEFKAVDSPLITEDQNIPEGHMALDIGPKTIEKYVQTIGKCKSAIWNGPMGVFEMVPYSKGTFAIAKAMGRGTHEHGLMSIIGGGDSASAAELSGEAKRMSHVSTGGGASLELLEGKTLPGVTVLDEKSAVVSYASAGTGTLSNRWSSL
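Luminescent ATP detection (Kinase-Glo Plus) follows a 60-minute room-temperature incubation, with wells lacking PGK as controls. Buffer: 100 mM TEA (pH 7.6), 5 mM MgCl2, 0.01% Tween-20. Coupling enzyme GAPDH (100 nM final) supplies unstable 1,3-BPG in-well.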
RGS4 inh = human RGS4 inhibition | P49798 | Transcreener GDP fluorescence polarization, RGS4-accelerated GTP hydrolysis | Potency, µM (top dose mostly 114 µM), without a hit: top-dose activity change, negative = inhibition, most hits filed as inhibitors | 390,000 compounds, 0.039% hits | AID 504845; also: % is scaled to controls: 0 for no effect and ±100 for the full control effect; nearly all actives have a fitted effect of over 75% in size; some results filed as inactive show a strong effect at the top dose
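MLSMR compounds (23 nl, pin-transferred) preincubated 10 min at room temperature with a 500nM (2x) first reagent, then RGS4 at 900nM (2x) plus Transcreener GDP mix added; fluorescence polarization (620/688 nm) read before and after 90 min at 30 °C.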
Pin1 inh = inhibitors of human Pin1; 390,000 compounds, 0.009% hits; Pin1 FP peptide displacement, HiFluor488, 10 min; AID 504891; Potency, µM (series often up to 115 µM), for the others: top-dose activity, negative = inhibition, actives largely listed as inhibitors; Q13526; active = well fitted inhibition curve with a large enough effect in the polarisation, with a control signal flat, not every such curve was filed as active; inconclusive = small, poorly fitted or top-dose-only effect, or effect the other way, or a change in a side signal; inactive = no such curve, though single readings can be large or run the other way; the % refers to the polarisation; also: % is scaled to controls: 0 for no effect and ±100 for the full control effect
Target sequence (Q13526 whole entry, looked up): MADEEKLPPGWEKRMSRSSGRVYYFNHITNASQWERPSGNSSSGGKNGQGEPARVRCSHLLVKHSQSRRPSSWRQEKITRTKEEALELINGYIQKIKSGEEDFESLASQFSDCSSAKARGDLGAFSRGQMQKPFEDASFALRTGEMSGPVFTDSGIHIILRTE
ERG Ets-DNA blk = ERG Ets/DNA interaction inhibition. Potency, µM (top dose mostly 76.9 µM), for the others: at the highest dose FP activity, negative = inhibition, actives largely listed as inhibitors. P11308. fluorescence polarization, His-ERG Ets domain / labelled DNA. 370,000 compounds, 0.028% hits; active = well fitted inhibition curve with a large enough effect in the polarisation, with a control signal flat; inconclusive = small, poorly fitted or top-dose-only effect, or effect the other way, or a change in a side signal; inactive = no such curve, though single readings can be large or run the other way; the % refers to the polarisation;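 also: polarization taken with two DNA probes labelled with fluorescein and Texas red; % of control where 0% means no effect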
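His-tagged ERG Ets domain (1 uM in the protein solution; 300mM KCl, 50mM Tris-HCl, 1mM EDTA, 1mM DTT, pH 7.5) received compound, then a probe mix of 5 nM fluorescein-DNA and 100nM Texas-615-DNA. Fluorescence polarization was read for both dyes.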
rTrxR1 inhibitor = rat TrxR1 inhibition; O89049; recombinant rTrxR1, NADPH fluorescence consumption, selenite substrate; Potency, µM (doses to about 114 µM), inactives show top-dose activity change, negative = inhibition, usual class: inhibitors; 390,000 compounds, 1% hits; AID 588453; also: % is scaled to controls: 0 for no effect and ±100 for the full control effect; nearly all actives have a fitted effect of over 65% in size
Target sequence (O89049 whole entry, looked up): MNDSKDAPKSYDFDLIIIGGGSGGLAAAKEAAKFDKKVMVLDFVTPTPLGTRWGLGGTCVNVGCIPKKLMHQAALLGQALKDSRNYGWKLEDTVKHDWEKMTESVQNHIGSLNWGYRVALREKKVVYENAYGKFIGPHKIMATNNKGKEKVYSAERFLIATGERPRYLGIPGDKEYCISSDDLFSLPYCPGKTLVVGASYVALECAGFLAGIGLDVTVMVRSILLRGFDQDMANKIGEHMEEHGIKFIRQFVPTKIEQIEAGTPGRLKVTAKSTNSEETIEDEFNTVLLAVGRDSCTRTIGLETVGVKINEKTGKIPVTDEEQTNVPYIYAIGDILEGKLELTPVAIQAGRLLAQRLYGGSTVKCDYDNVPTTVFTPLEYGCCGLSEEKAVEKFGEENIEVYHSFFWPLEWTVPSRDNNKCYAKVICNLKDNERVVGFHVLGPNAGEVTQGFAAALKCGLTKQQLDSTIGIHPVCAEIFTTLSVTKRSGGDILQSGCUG
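Rat TrxR1 (90 nM in the dispensed reagent) was pre-reduced with 400 uM NADPH for 5 min at room temperature, then incubated with compound for 15 min. After 400 uM selenite was added, NADPH fluorescence (Ex 340/Em 450 nm) was followed for 8 min.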
JMJD2A Tudor = blocks the human JMJD2A Tudor domain. O75164. AlphaScreen JMJD2A-Tudor / H3K4me3 peptide binding. Potency, µM (top dose mostly 114 µM), for inactives: at the top dose activity change, negative = inhibition, usual class: inhibitors. 390,000 compounds, 4.4% hits; also: % is scaled to controls: 0 for no effect and ±100 for the full control effect; nearly all actives have a fitted effect of over 50% in size
HP1b binding inh = HP1-beta chromodomain-methylated histone interaction inhibition | AlphaScreen HP1-beta / biotin-H3K9me3 peptide binding | Potency, µM (titrated, usually from 114 µM), inactives show at the top dose activity change, negative = inhibition, most hits filed as inhibitors | 390,000 compounds, 0.56% hits | AID 540317; also: nearly all actives have a fitted effect of over 70% in size; inactives centre near 23
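Compound inhibition of the preformed complex between 50 nM HP1-beta and 50 nM biotinylated H3K9me3 peptide was read by AlphaScreen. Buffer was PBS pH 7.4 with 0.01% Tween-20. Incubations ran 30 min at room temperature, with 10 ug/mL donor/acceptor beads.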
The depositor's hits bear a star; & = joins results of further samples; [ ] = dose if it differs, or a comment. Unless noted, calls follow the shape of the dose curve; as a rule, active = well fitted curve in the direction sought with a large enough effect; inconclusive = small, poorly fitted or top-dose-only effect, or another doubt; inactive = no such curve, though single readings can be large; an effect the other way counts as inactive or inconclusive. Potency is read from the fitted curve at half-maximal effect.

Screening O=C(NCc1nc2ccccc2[nH]1)C1=C[C@@H](C2CCCCC2)C[C@@H](OCc2ccc(CO)cc2)O1 returned ALOX12 inh 12.4%, GLS inhibitor 4.6%, PGK inhibitor 9.7%, RGS4 inh 17.0%, Pin1 inh inconclusive, ERG Ets-DNA blk 3.2%, rTrxR1 inhibitor 10.6%, JMJD2A Tudor -17.4% and HP1b binding inh 24.7%.
COc1cc(/C=N/N2CCOCC2)ccc1OCc1ccccc1 was read as ALOX12 inh -3.9%, GLS inhibitor 2.5%, PGK inhibitor -2.3%, RGS4 inh 2.1%, Pin1 inh -1.8%, ERG Ets-DNA blk 9.2%, rTrxR1 inhibitor 32.3%[57.1 µM], JMJD2A Tudor inconclusive and HP1b binding inh -31.4%.
Screening CCOC(=O)N1CCN(CCC(=O)Nc2cccc(Br)c2)CC1 returned ALOX12 inh 3.7%&-4.7%, GLS inhibitor 11.6%&-4.7%, PGK inhibitor 4.9%&4.4%, RGS4 inh -4.3%, Pin1 inh -4.1%&2.6%, ERG Ets-DNA blk 3.9%&1.2%, rTrxR1 inhibitor 12.6%, JMJD2A Tudor -9.0% and HP1b binding inh 27.2%&63.5%.
For COc1ccc(C(=O)NNC(=O)c2cccc3ccccc23)cc1 the results were ALOX12 inh -4.6%, GLS inhibitor 0.6%, PGK inhibitor -11.2%, RGS4 inh 18.7%, Pin1 inh 1.4%, ERG Ets-DNA blk 17.4%, rTrxR1 inhibitor 12.5%, JMJD2A Tudor -9.1% and HP1b binding inh 6.1%.
Screening Cc1ccc(N2CC(C(=O)Nc3c4c(nn3C(C)(C)C)CS(=O)(=O)C4)CC2=O)cc1C (configuration not stated) returned ALOX12 inh 10.7%, GLS inhibitor 19.1%, PGK inhibitor -5.7%, RGS4 inh 14.8%, Pin1 inh -5.4%, ERG Ets-DNA blk 10.1%, rTrxR1 inhibitor -2.9%, JMJD2A Tudor -3.4% and HP1b binding inh 13.8%.
For CC(=O)c1cccc(OCC(=O)c2cc(C)n(-c3cc(C)on3)c2C)c1 the results were ALOX12 inh 0.0%, GLS inhibitor 16.3%, PGK inhibitor 7.0%, RGS4 inh 16.6%, Pin1 inh 5.2%, ERG Ets-DNA blk 3.7%, rTrxR1 inhibitor 2.3%, JMJD2A Tudor -24.3% and HP1b binding inh -19.5%.
COc1ccccc1NC(=O)C1=C(C)Nc2nc3ccccc3n2C1c1ccccc1Cl (configuration not stated) was read as ALOX12 inh -11.5%, GLS inhibitor -2.1%, PGK inhibitor inactive, RGS4 inh -7.4%, Pin1 inh -7.1%, ERG Ets-DNA blk 0.2%, rTrxR1 inhibitor 13.6%, JMJD2A Tudor -28.3% and HP1b binding inh 9.3%.
For CN(C)C=NC(=O)c1cc(C(=O)c2ccc(F)cc2)c[nH]1 the results were ALOX12 inh -0.3%, GLS inhibitor -15.7%, PGK inhibitor inactive, RGS4 inh -25.2%, Pin1 inh 5.2%, ERG Ets-DNA blk 8.7%, rTrxR1 inhibitor 7.4%[57.1 µM], JMJD2A Tudor -18.1% and HP1b binding inh 49.2%[activator].
CCCCc1nn2c(=O)cc(COC(=O)COc3ccc(C)cc3)nc2s1 was read as ALOX12 inh -27.1%, GLS inhibitor -1.2%, PGK inhibitor inactive, RGS4 inh -31.7%, Pin1 inh -7.9%, ERG Ets-DNA blk -3.9%, rTrxR1 inhibitor 2.5%[57.1 µM], JMJD2A Tudor -16.3% and HP1b binding inh 41.1%[activator].
For N#C/C(=C(/O)COC(=O)c1ccc(C#N)cc1)c1nc2ccccc2s1 the results were ALOX12 inh -27.4%, GLS inhibitor 4.5%, PGK inhibitor -2.2%, RGS4 inh 5.8%[11.4 µM], Pin1 inh inconclusive, ERG Ets-DNA blk 15.8%, rTrxR1 inhibitor -25.9%, JMJD2A Tudor inconclusive and HP1b binding inh 29.0%.
CC(CNC(=O)Cn1cnc2c(OCc3ccccc3)ncnc21)c1ccccc1 (configuration not stated) was read as ALOX12 inh inconclusive, GLS inhibitor 4.7%, PGK inhibitor -2.4%, RGS4 inh 6.4%, Pin1 inh -3.1%, ERG Ets-DNA blk -11.9%, rTrxR1 inhibitor 17.5%, JMJD2A Tudor -17.3% and HP1b binding inh 13.9%.
For CCOC(=O)N1CCN(CCC(=O)Nc2ccccc2OC)CC1 the results were ALOX12 inh -1.8%, GLS inhibitor 3.8%, PGK inhibitor 1.4%, RGS4 inh -17.9%, Pin1 inh -1.7%, ERG Ets-DNA blk -9.4%, rTrxR1 inhibitor -9.2%, JMJD2A Tudor -9.0% and HP1b binding inh 68.1%[activator].
Screening O=C1NC(=S)NC1=Cc1ccco1 returned ALOX12 inh inconclusive, GLS inhibitor inconclusive, PGK inhibitor inconclusive, RGS4 inh -40.4%, Pin1 inh inconclusive, ERG Ets-DNA blk -7.6%, rTrxR1 inhibitor 7.94µM*, JMJD2A Tudor 22.4µM* and HP1b binding inh 35.5µM*.
O=C(NCCCN1CCOCC1)c1ccc(CS(=O)(=O)Cc2ccc(Cl)cc2)o1 was read as ALOX12 inh -3.9%, GLS inhibitor 1.9%, PGK inhibitor -3.9%, RGS4 inh -11.7%, Pin1 inh -8.3%, ERG Ets-DNA blk 2.4%, rTrxR1 inhibitor -29.9%[57.1 µM], JMJD2A Tudor -11.7% and HP1b binding inh 11.4%.
Cc1ccc(S(=O)(=O)N2CCC[C@H]2C(=O)OCC(=O)N2CCc3ccccc32)cc1 was read as ALOX12 inh -1.3%, GLS inhibitor -1.7%, PGK inhibitor inactive, RGS4 inh 4.8%, Pin1 inh -0.3%, rTrxR1 inhibitor -5.2%, JMJD2A Tudor -8.3% and HP1b binding inh 30.0%.
For CCN(CC)c1ccc(/C=N/Nc2nc(C)cc(C)n2)cc1 the results were ALOX12 inh 159.1%[activator], GLS inhibitor 10.1%, PGK inhibitor -5.3%, RGS4 inh -2.9%, Pin1 inh 4.7%, ERG Ets-DNA blk -4.4%, rTrxR1 inhibitor inconclusive, JMJD2A Tudor inconclusive and HP1b binding inh -9.7%.
Screening CCN(CC)S(=O)(=O)c1ccc2c(c1)N(CC(=O)N1CCN(c3ccc(Cl)cc3)CC1)C(=O)CO2 returned ALOX12 inh -1.9%, GLS inhibitor 4.3%, PGK inhibitor -7.8%, RGS4 inh -42.2%, Pin1 inh 1.7%, ERG Ets-DNA blk -4.5%, rTrxR1 inhibitor -6.1%[57.1 µM], JMJD2A Tudor -17.3% and HP1b binding inh 23.2%.
For CCOC(=O)CSc1nc2ccccc2c(=O)n1CCCCCC(=O)NCc1ccco1 the results were ALOX12 inh -27.4%, GLS inhibitor -0.2%, PGK inhibitor 0.9%, RGS4 inh -8.2%, Pin1 inh 2.2%, ERG Ets-DNA blk 1.9%, rTrxR1 inhibitor -1.7%, JMJD2A Tudor -11.2% and HP1b binding inh 27.5%.
COc1cc(C(=O)N2CCN(c3ccccc3O)CC2)ccc1OCC(=O)N1CCOCC1 was read as ALOX12 inh 3.1%, GLS inhibitor -10.1%, PGK inhibitor -0.2%, RGS4 inh -6.9%, Pin1 inh inconclusive, ERG Ets-DNA blk -0.6%, rTrxR1 inhibitor 5.1%, JMJD2A Tudor -9.7% and HP1b binding inh 32.0%.
COC(=O)c1cc2ccc(OC)c(OC)c2c(=O)s1 was read as ALOX12 inh -27.3%, GLS inhibitor 6.3%, PGK inhibitor -9.1%, RGS4 inh -0.7%, Pin1 inh 3.8%, ERG Ets-DNA blk -0.9%, rTrxR1 inhibitor -4.7%, JMJD2A Tudor -6.0% and HP1b binding inh 20.4%.
CN(C(=O)c1cc(COc2c(F)cccc2F)on1)C1CCOC1 (configuration not stated) was read as ALOX12 inh 0.0%, GLS inhibitor 10.6%, PGK inhibitor 2.5%, RGS4 inh 32.6%, Pin1 inh -3.6%, ERG Ets-DNA blk 1.2%, rTrxR1 inhibitor -3.9%, JMJD2A Tudor -0.7% and HP1b binding inh 28.3%.
`Cc1ccc(C2CC(=O)NC(SCc3ccccc3)=C2C#N)cc1` (configuration not stated) gave ALOX12 inh -24.5%, GLS inhibitor 15.8%, PGK inhibitor inactive, RGS4 inh -52.9%, Pin1 inh 8.6%, ERG Ets-DNA blk 3.7%, rTrxR1 inhibitor 7.1%, JMJD2A Tudor 89.1µM* and HP1b binding inh -10.2%.
For O=C1CC(c2ccc3c(c2)OCCO3)Oc2ccc([N+](=O)[O-])cc21 (configuration not stated) the results were ALOX12 inh -17.4%, GLS inhibitor 9.5%, PGK inhibitor -7.7%, RGS4 inh -1.2%, Pin1 inh 22.1%, ERG Ets-DNA blk -10.7%, rTrxR1 inhibitor 7.4%, JMJD2A Tudor -24.7% and HP1b binding inh -19.3%.
For Cc1ccc(-c2nnc(Nc3cccc(Br)c3)c3ccccc23)cc1S(=O)(=O)N1CCN(C)CC1 the results were ALOX12 inh 4.8%, GLS inhibitor 8.0%, PGK inhibitor 12.9%, RGS4 inh -1.8%, Pin1 inh 49.1%[activator], ERG Ets-DNA blk 11.1%, rTrxR1 inhibitor 15.7%[57.1 µM], JMJD2A Tudor inconclusive and HP1b binding inh 3.0%.
Cc1ccc(S(=O)(=O)Oc2ccc(C(c3c(C)[nH][nH]c3=O)c3c(C)[nH][nH]c3=O)cc2)cc1 was read as ALOX12 inh inconclusive, GLS inhibitor 39.1%[activator], PGK inhibitor -8.2%, RGS4 inh -36.2%, Pin1 inh -0.8%, ERG Ets-DNA blk 0.0%, rTrxR1 inhibitor -12.9%, JMJD2A Tudor -35.8% and HP1b binding inh -0.9%.

From PubChem

These rows are one share of the data; count on the stated rates, not on these rows.
